Screens (PubChem)
C-LANA FP = inhibitors of KSHV LANA C-terminal domain DNA binding; MBP-C-LANA/FAM-LBS DNA binding, fluorescence polarization; AID 504423; inhibition, % at 9 µM; actives 0.078% (n = 340,000);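 active = highest replicate inhibition at or above 60% at 9 µM, even if other replicates fall short; inactive = all replicates below 60% inhibition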;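 note: 0% = neutral control wells and 100% = 4 µM acridine orange control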
PfHsp90 yeast 2 = growth inhibition of yeast expressing Plasmodium Hsp90; S. cerevisiae expressing PfHsp90, BacTiter-Glo ATP, 48 h; yeast lacking PDR1 and PDR3 efflux regulators; inhibition, % at 9.4 µM; actives 0.32% (n = 310,000);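 active = every replicate shows inhibition above about 80%, whatever the replicate mean, limit read from the data; inconclusive = mean inhibition reaches the set limit but some replicate falls short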;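 note: 0% = DMSO neutral controls and 100% = 20 µM radicicol positive controls; yeast relying on Plasmodium falciparum Hsp90 in place of its own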
Mot1-301 SUMO = blocks SUMOylation pathway, rescuing yeast Mot1-301 growth. S. cerevisiae Mot1-301 growth rescue, ATP luminescence, 38.5C; percent above DMSO median, 100 means doubled. actives 1% (n = 320,000). growth rescue, % at 18.8 µM;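 active = every valid replicate shows activation above 250% relative to neutral control wells; inactive = the rest, any valid replicate at or below 250%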;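 note: OY570 slx delta 5 strain wells were the positive control but not used for scaling; some compounds called inactive have numbers as strong as hits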
Cardiac RTF inh = cardiac RTF calcium desensitization; P19429+P45379; IANBD-labeled cardiac RTF, Ca2+ fluorescence; inhibition, % at 7.15 µM; actives 0.12% (n = 340,000);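 active = inhibition above the mean inhibition of all tested compounds plus 3 SD, cut at about 17% in these data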;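 note: assay run at fixed EC70 calcium of 1.6 mM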
CDK5 inh = blocks human CDK5/p35 kinase activity; actives 0.01% (n = 330,000); inhibition, % at 10 µM; AID 488839; Q00535+Q15078; Recombinant CDK5/p35, ADP-Glo luminescence, 60 min;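 active = highest replicate inhibition of at least 50% and at least 75% of replicates reaching 50%; inconclusive = only one of the two criteria met; inactive = both criteria failed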;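 note: plate controls were DMSO neutral control for no effect and GW8510 at 10 µM for full effect; many of its hits are not listed in these tables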
Target sequence (Q00535 whole entry, looked up): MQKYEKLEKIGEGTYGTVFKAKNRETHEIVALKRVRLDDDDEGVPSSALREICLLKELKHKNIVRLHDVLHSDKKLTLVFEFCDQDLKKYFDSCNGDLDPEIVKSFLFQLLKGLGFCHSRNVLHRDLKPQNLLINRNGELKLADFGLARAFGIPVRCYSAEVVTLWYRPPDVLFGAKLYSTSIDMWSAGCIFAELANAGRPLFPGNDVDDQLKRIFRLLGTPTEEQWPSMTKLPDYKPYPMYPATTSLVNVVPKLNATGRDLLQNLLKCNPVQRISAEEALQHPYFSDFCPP
Target sequence (Q15078 whole entry, looked up): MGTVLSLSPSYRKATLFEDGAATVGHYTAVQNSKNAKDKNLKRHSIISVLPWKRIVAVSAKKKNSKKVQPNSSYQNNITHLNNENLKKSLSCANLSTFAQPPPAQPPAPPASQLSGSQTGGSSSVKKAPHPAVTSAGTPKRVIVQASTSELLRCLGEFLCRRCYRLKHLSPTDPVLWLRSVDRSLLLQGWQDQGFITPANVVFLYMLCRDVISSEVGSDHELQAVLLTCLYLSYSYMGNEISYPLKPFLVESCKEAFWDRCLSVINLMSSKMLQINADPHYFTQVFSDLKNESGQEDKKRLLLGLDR
cardiac RTF act = increases calcium sensitivity of human cardiac regulated thin filaments. IANBD-labeled TnC RTF fluorescence at EC20 calcium; 0% EC20 calcium, 100% full calcium. P19429+P45379. activation, % at 7.2 µM. actives 0.24% (n = 340,000). AID 493008;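 active = activation above the mean over all tested compounds plus 3 SD, cut at about 30% in these data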;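 note: rise in fluorescence read as greater calcium sensitivity of cardiac thin filaments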
NSD2 HMT inh = inhibitors of human histone methyltransferase NSD2; inhibition, % at 12.5 µM; O96028; AID 743445; NSD2 peptide methylation, AlphaScreen, 120 min; actives 0.54% (n = 310,000); in the data active = inhibition above about 50%
PvdQ inh = P. aeruginosa PvdQ acylase inhibition. purified PvdQ acylase, fluorescence plate reader. inhibition, % at 10 µM. actives 0.063% (n = 340,000); in the data active = inhibition above about 30%, passing the limit was not always enough; inconclusive = no clear call, values can overlap the other calls;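 note: 0% = vehicle neutral wells and 100% = reference inhibitor wells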
Keap1 Nrf2 FP = disrupts human Keap1 binding to Nrf2 peptide. Q14145. Keap1 Kelch-Nrf2 peptide fluorescence polarization, 1536-well. inhibition, % at 9.4 µM. actives 0.15% (n = 340,000). AID 504523; in the data active = inhibition above about 12%; inconclusive = no clear call, values can overlap the other calls; inactive = below about 7.3%;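 note: human Keap1 Kelch domain with fluorescein labeled Nrf2 9mer peptide probe; 0% = neutral control wells and 100% = peptide positive control; higher means more block of Keap1 binding to Nrf2 peptide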
Rtt109 HAT inh = blocks Candida albicans Rtt109/Vps75 acetyltransferase activity. actives 0.16% (n = 330,000). inhibition, % at 34.9 µM. Q5AAJ8. purified Rtt109/Vps75, ThioGlo CoA-SH fluorescence, 4 h;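 active = inhibition of at least 50% in every replicate; inconclusive = best replicate reaches 50% inhibition but some replicates fall short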
Target sequence (Q5AAJ8 whole entry, looked up): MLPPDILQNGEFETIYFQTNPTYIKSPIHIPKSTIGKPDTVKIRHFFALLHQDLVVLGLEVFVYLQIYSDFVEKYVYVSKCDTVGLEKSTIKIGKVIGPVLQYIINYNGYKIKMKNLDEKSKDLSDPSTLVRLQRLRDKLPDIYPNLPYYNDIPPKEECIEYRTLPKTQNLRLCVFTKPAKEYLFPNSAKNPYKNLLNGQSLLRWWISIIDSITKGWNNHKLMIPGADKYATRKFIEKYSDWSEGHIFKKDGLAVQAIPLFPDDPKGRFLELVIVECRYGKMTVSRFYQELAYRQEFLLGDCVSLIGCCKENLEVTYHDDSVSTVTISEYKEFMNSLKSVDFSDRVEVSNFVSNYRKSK
dFosB act = mouse delta FosB homodimer activation. purified delta FosB, TAMRA-CDK5 oligo fluorescence polarization; percent of positive-control signal above neutral wells. activation, % at 25 µM. actives 0.99% (n = 340,000);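 active = mean activation above about 17%, with every replicate also reaching it, limit read from the data, passing the limit was not always enough; inconclusive = only one of the two conditions met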;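 note: fluorescence polarization rise as delta FosB binds a TAMRA Cdk5 AP-1 oligo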
Starred values were filed as active, the others as inactive.

For Cc1c(Cl)cccc1-n1c(-c2cccnc2)n[nH]c1=S the results were C-LANA FP 2.2, PfHsp90 yeast 2 6, Mot1-301 SUMO 22, Cardiac RTF inh -3, CDK5 inh 0.7, cardiac RTF act -8, NSD2 HMT inh -4, PvdQ inh -5, Keap1 Nrf2 FP 2, Rtt109 HAT inh 2 and dFosB act -6.
For COc1cccc(Nc2nc3ccccc3nc2-n2nc(C)cc2C)c1 the results were C-LANA FP -0.8, PfHsp90 yeast 2 5, Mot1-301 SUMO 6, Cardiac RTF inh -2, CDK5 inh -0.9, cardiac RTF act -2, PvdQ inh -4, Keap1 Nrf2 FP -2, Rtt109 HAT inh -1 and dFosB act -1.
CCn1cc(CNC(=O)C2CCC(=O)N(C3CCCCCC3)C2)cn1 (centres undefined) was read as C-LANA FP 0.2, PfHsp90 yeast 2 10, Mot1-301 SUMO 99, Cardiac RTF inh -6, CDK5 inh -1.3, cardiac RTF act 0, NSD2 HMT inh -1, PvdQ inh -2, Keap1 Nrf2 FP 9, Rtt109 HAT inh -13 and dFosB act -6.
Cc1cc2ncn(-c3nnnn3-c3ccccc3)c2cc1C was read as C-LANA FP 3.0, PfHsp90 yeast 2 19, Mot1-301 SUMO -35, Cardiac RTF inh -20, CDK5 inh -1.8, cardiac RTF act -3, NSD2 HMT inh 0, PvdQ inh -12, Keap1 Nrf2 FP 1, Rtt109 HAT inh 1 and dFosB act -11.
Screening Cc1sc2nc(SCC(=O)N3CCOCC3)[nH]c(=O)c2c1C returned C-LANA FP -1.9, PfHsp90 yeast 2 -7, Mot1-301 SUMO -22, Cardiac RTF inh -12, CDK5 inh -1.3, cardiac RTF act -1, PvdQ inh -12, Keap1 Nrf2 FP 1, Rtt109 HAT inh -3 and dFosB act 2.
`CCOC(=O)C1=C(CSc2nc3c(cc2C#N)CN(C)CC3)OC(N)=C(C#N)C1c1ccccc1` (centres undefined) gave C-LANA FP 7.3, PfHsp90 yeast 2 -5, Mot1-301 SUMO -8, Cardiac RTF inh -19, CDK5 inh -0.7, cardiac RTF act 4, NSD2 HMT inh 6, PvdQ inh 0, Keap1 Nrf2 FP 2, Rtt109 HAT inh -23 and dFosB act -13.
Cc1ccccc1NC(=O)COc1coc(CN2CCN(Cc3ccccc3)CC2)cc1=O was read as C-LANA FP 1.6, PfHsp90 yeast 2 4, Cardiac RTF inh 7, CDK5 inh -1.6, cardiac RTF act -1, NSD2 HMT inh 1, PvdQ inh 5, Keap1 Nrf2 FP -1, Rtt109 HAT inh 34 and dFosB act -2.
CC(C)NS(=O)(=O)c1ccc(OCC(=O)NC(C)c2ccccc2)cc1 (centres undefined) was read as C-LANA FP -0.1, PfHsp90 yeast 2 29, Mot1-301 SUMO 3, Cardiac RTF inh -13, CDK5 inh 2.4, cardiac RTF act 0, NSD2 HMT inh -1, PvdQ inh -6, Keap1 Nrf2 FP -1, Rtt109 HAT inh 3 and dFosB act -11.
`CCCSc1nc2c(=O)[nH][nH]c(=O)c2n1Cc1ccccc1` gave C-LANA FP 1.3, PfHsp90 yeast 2 19, Mot1-301 SUMO 2, Cardiac RTF inh 0, CDK5 inh 0.0, cardiac RTF act 12, NSD2 HMT inh 0, PvdQ inh -9, Keap1 Nrf2 FP -4, Rtt109 HAT inh 3 and dFosB act 1.
`NC(=O)c1cc(NC(=O)CCNS(=O)(=O)c2cccc(C(F)(F)F)c2)cc(C(N)=O)c1` gave C-LANA FP 0.1, PfHsp90 yeast 2 -1, Mot1-301 SUMO 10, Cardiac RTF inh -5, CDK5 inh 1.4, cardiac RTF act 2, NSD2 HMT inh -2, PvdQ inh -11, Keap1 Nrf2 FP -3, Rtt109 HAT inh -1 and dFosB act -10.

The last 2 compounds of the part before lead into the next.
`CCCSc1nc2c(=O)[nH][nH]c(=O)c2n1Cc1ccccc1` gave C-LANA FP 1.3, PfHsp90 yeast 2 19, Mot1-301 SUMO 2, Cardiac RTF inh 0, CDK5 inh 0.0, cardiac RTF act 12, NSD2 HMT inh 0, PvdQ inh -9, Keap1 Nrf2 FP -4, Rtt109 HAT inh 3 and dFosB act 1.
`NC(=O)c1cc(NC(=O)CCNS(=O)(=O)c2cccc(C(F)(F)F)c2)cc(C(N)=O)c1` gave C-LANA FP 0.1, PfHsp90 yeast 2 -1, Mot1-301 SUMO 10, Cardiac RTF inh -5, CDK5 inh 1.4, cardiac RTF act 2, NSD2 HMT inh -2, PvdQ inh -11, Keap1 Nrf2 FP -3, Rtt109 HAT inh -1 and dFosB act -10.
`C=CCn1c(SCC(=O)Nc2cccc(OC)c2)nnc1-c1cccnc1` gave C-LANA FP -0.1, PfHsp90 yeast 2 21, Mot1-301 SUMO 21, Cardiac RTF inh -5, CDK5 inh 0.5, cardiac RTF act 5, PvdQ inh -10, Keap1 Nrf2 FP -2, Rtt109 HAT inh -9 and dFosB act -9.
For Cc1cc(=O)oc2cc(OCC(=O)OCc3nnc(-c4ccccc4)o3)ccc12 the results were C-LANA FP -1.9, PfHsp90 yeast 2 -5, Mot1-301 SUMO -1, Cardiac RTF inh -4, CDK5 inh -0.7, cardiac RTF act -3, NSD2 HMT inh -3, PvdQ inh 1, Keap1 Nrf2 FP 2, Rtt109 HAT inh 34 and dFosB act -13.
Screening Cn1c(=O)c2ncn(CC(=O)Nc3nc(-c4ccc(Cl)cc4)cs3)c2n(C)c1=O returned C-LANA FP 0.9, PfHsp90 yeast 2 -4, Mot1-301 SUMO -14, Cardiac RTF inh 2, CDK5 inh -2.9, cardiac RTF act 3, NSD2 HMT inh 0, PvdQ inh -2, Keap1 Nrf2 FP -1, Rtt109 HAT inh 4 and dFosB act 24*.
Screening O=C1[C@H](Cc2ccccc2)NCC=CC[C@@H](c2ccc(Cl)cc2)N1Cc1ccc(Cl)cc1 returned C-LANA FP -1.0, PfHsp90 yeast 2 28, Cardiac RTF inh -3, CDK5 inh 0.4, cardiac RTF act 0, PvdQ inh -6, Keap1 Nrf2 FP -3, Rtt109 HAT inh 5 and dFosB act -6.
Screening CN(C(=O)c1cccc(NC(=O)Cc2ccc(NC(=O)C3CCN(C(=O)C4CC4)CC3)cc2)c1)C1CCCC1 returned C-LANA FP -1.2, PfHsp90 yeast 2 7, Cardiac RTF inh 1, CDK5 inh 2.3, cardiac RTF act -6, PvdQ inh -3, Keap1 Nrf2 FP -4, Rtt109 HAT inh -8 and dFosB act -1.
O=C(NCC1CCCN1S(=O)(=O)c1cccs1)c1cccc([N+](=O)[O-])c1 (centres undefined) was read as C-LANA FP 0.0, PfHsp90 yeast 2 -26, Mot1-301 SUMO 13, Cardiac RTF inh -1, CDK5 inh -2.6, cardiac RTF act -8, NSD2 HMT inh 5, PvdQ inh -15, Keap1 Nrf2 FP -1, Rtt109 HAT inh -2 and dFosB act -3.
Cn1nnc(NC(=O)c2cccc(OCc3ccccc3)c2)n1 was read as C-LANA FP 2.0, PfHsp90 yeast 2 3, Mot1-301 SUMO -19, Cardiac RTF inh 4, CDK5 inh -0.3, cardiac RTF act 1, NSD2 HMT inh -2, PvdQ inh -6, Keap1 Nrf2 FP 5, Rtt109 HAT inh -3 and dFosB act -7.
O=C(O)c1ccc([N+](=O)[O-])cc1Sc1ccsc1 was read as C-LANA FP 0.9, PfHsp90 yeast 2 -25, Cardiac RTF inh -3, CDK5 inh -0.6, cardiac RTF act -3, NSD2 HMT inh -1, PvdQ inh -5, Keap1 Nrf2 FP 1, Rtt109 HAT inh -13 and dFosB act -1.
Screening Cn1nc(C(=O)Nc2c(-c3ccccc3)nc3sccn23)c2ccccc2c1=O returned C-LANA FP 0.8, PfHsp90 yeast 2 1, Mot1-301 SUMO 19, Cardiac RTF inh -18, CDK5 inh 0.7, cardiac RTF act -6, NSD2 HMT inh 0, PvdQ inh -16, Keap1 Nrf2 FP -6, Rtt109 HAT inh 11 and dFosB act 9.
Screening Cc1ccc2nc(SCC(=O)Nc3ccc4c(c3)OCCO4)nc(=O)n2c1 returned C-LANA FP -1.0, PfHsp90 yeast 2 -4, Mot1-301 SUMO -13, Cardiac RTF inh -6, CDK5 inh -1.3, cardiac RTF act 2, PvdQ inh 5, Keap1 Nrf2 FP -1, Rtt109 HAT inh inconclusive and dFosB act 3.
Cc1nc(N2CCOCC2)[nH]c(=O)c1C(O)C(Cl)(Cl)Cl (centres undefined) was read as C-LANA FP -0.6, PfHsp90 yeast 2 -6, Mot1-301 SUMO 12, Cardiac RTF inh -5, CDK5 inh 0.1, cardiac RTF act -1, NSD2 HMT inh 0, PvdQ inh 6, Keap1 Nrf2 FP 0, Rtt109 HAT inh 8 and dFosB act 1.
Screening O=C(CSc1ncn[nH]1)c1ccccc1 returned C-LANA FP 1.6, PfHsp90 yeast 2 -7, Mot1-301 SUMO 233, Cardiac RTF inh -4, CDK5 inh 1.5, cardiac RTF act 2, NSD2 HMT inh -1, PvdQ inh -24, Keap1 Nrf2 FP -1, Rtt109 HAT inh -9 and dFosB act -9.
Screening CCOC(=O)c1nn(-c2ccc(OCC)cc2)c(C)c1C(C)=O returned C-LANA FP -0.1, PfHsp90 yeast 2 -19, Mot1-301 SUMO -13, Cardiac RTF inh -5, CDK5 inh 0.4, cardiac RTF act -5, NSD2 HMT inh -1, PvdQ inh -15, Keap1 Nrf2 FP 1, Rtt109 HAT inh -7 and dFosB act -1.
COc1ccc(NC(=O)CSc2nnc3ccc(-c4ccccn4)nn23)c(OC)c1 was read as C-LANA FP -1.7, PfHsp90 yeast 2 38, Mot1-301 SUMO 27, Cardiac RTF inh -4, CDK5 inh 1.6, cardiac RTF act 5, NSD2 HMT inh 0, PvdQ inh -7, Keap1 Nrf2 FP 0, Rtt109 HAT inh -4 and dFosB act -9.
Screening O=C1C2CC=CCC2C(=O)N1c1nc2n(n1)C(c1ccccc1)CC(c1ccccc1)N2 (centres undefined) returned C-LANA FP 1.7, PfHsp90 yeast 2 14, Mot1-301 SUMO 109, Cardiac RTF inh -4, CDK5 inh -1.3, cardiac RTF act -4, NSD2 HMT inh 18, PvdQ inh -6, Keap1 Nrf2 FP -2, Rtt109 HAT inh 13 and dFosB act 3.
`COc1ccccc1N1CCN(C(=O)C2CCN(S(=O)(=O)c3ccc(Cl)cc3)CC2)CC1` gave C-LANA FP 2.4, PfHsp90 yeast 2 5, Mot1-301 SUMO 419, Cardiac RTF inh 1, CDK5 inh 0.4, cardiac RTF act -1, PvdQ inh -9, Keap1 Nrf2 FP -4, Rtt109 HAT inh -9 and dFosB act -8.
